# DNMT1 block: blocks human DNA methyltransferase DNMT1. AID 588458. inhibition (reported as % activation of signal), % at 10 µM. P26358. DNMT1 molecular beacon, Hinp1I cleavage, fluorescence. 360,000 compounds, 0.83% hits; in the data active = inhibition above about 50%
# MT1-MMP act inh: MT1-MMP (human) activation inhibition; GFP/RFP ratio change, % at 20 µM; HT1080 RFP-PRO-GFP cells, GFP/RFP ratio fluorescence, overnight; percent of plate control window, DMSO zero; 360,000 compounds, 0.061% hits; P50281;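 active = GFP/RFP ratio change of at least 30% with cell ATP level not reduced by more than half and red fluorescence within 50% of control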; also: strong numbers were not always called active
#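 Test system: HT1080 RFP-PRO-GFP cells; Benchmarks: DMSO and RFP-L50D-GFP cell wells; Timing: cells overnight before dosing, compound overnight, 37 °C, 5% CO2; Compound: one 20 µM compound dose with 1% DMSO; Read-out: GFP/RFP fluorescence ratio.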
# NadD block: blocks S. aureus nicotinate mononucleotide adenylyltransferase | inhibition, % at 20 µM | 360,000 compounds, 0.78% hits | purified NadD enzyme, colorimetric absorbance read-out; in the data active = inhibition above about 26%; also: some compounds past the cut are filed as inactive
# SKN-1 inh: blocks SKN-1 activity in C. elegans; C. elegans VP596 Pgst-4::GFP/RFP ratio, acrylamide-induced, 24 h; 360,000 compounds, 0.49% hits; inhibition, % at 21.8 µM;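 active = interference check ratio from 0.5 to 1.5 plus GFP to RFP signal ratio inhibition reaching or exceeding a fixed threshold, cut at about 30% in these data, passing the limit was not always enough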; also: some compounds called inactive have numbers as strong as hits
# Rpn11 inh: Rpn11 (human) deubiquitinase inhibition | human 26S proteasome, Ub4-pepOG fluorescence polarization; 20S core pre-blocked with epoxomicin | calls only at 20 µM | 360,000 compounds, 0.59% hits | AID 588493;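 active = inhibition at 20 µM, scaled to each plate's controls, above about 33%, limit read from the data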
# STEP block: STEP (human) phosphatase inhibition; P54829; recombinant STEP, OMFP fluorogenic substrate, fluorescence; inhibition, % at 20 µM; 360,000 compounds, 0.25% hits;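 active = inhibition at 20 µM, scaled per plate between control wells, above about 37%, limit read from the data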;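 also: 0% = DMSO with enzyme and substrate and 100% = substrate only without enzyme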
# Target sequence (P54829 whole entry, looked up): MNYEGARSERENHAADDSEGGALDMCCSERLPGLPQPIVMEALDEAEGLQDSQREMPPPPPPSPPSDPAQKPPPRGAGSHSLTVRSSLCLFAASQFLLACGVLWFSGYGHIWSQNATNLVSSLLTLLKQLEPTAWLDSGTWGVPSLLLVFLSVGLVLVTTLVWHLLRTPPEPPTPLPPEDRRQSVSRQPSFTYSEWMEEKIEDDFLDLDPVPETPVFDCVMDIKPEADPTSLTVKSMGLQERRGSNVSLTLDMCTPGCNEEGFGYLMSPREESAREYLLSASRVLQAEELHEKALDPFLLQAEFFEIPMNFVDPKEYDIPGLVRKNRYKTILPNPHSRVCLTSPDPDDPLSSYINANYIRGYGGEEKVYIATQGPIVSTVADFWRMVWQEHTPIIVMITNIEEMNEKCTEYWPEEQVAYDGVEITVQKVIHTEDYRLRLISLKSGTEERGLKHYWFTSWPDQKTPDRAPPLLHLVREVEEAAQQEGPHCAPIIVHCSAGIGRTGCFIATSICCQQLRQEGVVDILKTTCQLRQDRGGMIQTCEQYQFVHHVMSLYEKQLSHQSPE
#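 Assay system: isolated STEP enzyme. Buffer or medium: pH 6.0 Bis-Tris with DTT and Tween 20. Also added: fluorogenic phosphatase substrate OMFP at 25 µM final. Dosing: 20 µM, 1% DMSO. Timing: 20 min reaction, room temperature, in the dark. Measured by: fluorescence intensity, excitation 480 nm, emission 540 nm. Evaluation: normalized % inhibition.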
# NRP1-CendR mod: alters CendR peptide binding to human NRP-1; 360,000 compounds, 0.85% hits; O14786; AID 602438; inhibition, % at 25 µM; FAM-RPARPAR peptide binding to NRP-1, fluorescence polarization;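 active = inhibition or corrected inhibition above about 18%, plus a signal ratio from 0.5 to 1.5, limit read from the data, passing the limit was not always enough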; also: strong numbers were not always called active
# LMPTP inh: LMPTP (human) inhibition; P24666; recombinant LMPTP-A, OMFP fluorogenic substrate, fluorescence intensity; inhibition, % at 20 µM; 360,000 compounds, 0.22% hits; AID 651560;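 active = compounds that cut the enzyme signal by at least half of the control window in the single-dose screen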;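 also: plate controls were DMSO wells with enzyme plus substrate for no effect and substrate without enzyme for full effect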
# Target sequence (P24666 whole entry, looked up): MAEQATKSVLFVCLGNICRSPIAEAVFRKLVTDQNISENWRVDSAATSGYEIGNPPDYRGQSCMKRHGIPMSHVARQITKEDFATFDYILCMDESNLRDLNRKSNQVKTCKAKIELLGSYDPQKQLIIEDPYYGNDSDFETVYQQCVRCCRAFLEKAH
#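 Assay system: LMPTP-A, protein tyrosine phosphatase of low molecular weight / Medium: pH 6.0 Bis-Tris buffer with DTT and Triton X-100 / Schedule: 50 min enzyme reaction at room temperature, protected from light / Measured by: endpoint fluorescence intensity from OMFP dephosphorylation / Read-out basis: % inhibition relative to no-enzyme and uninhibited control wells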
# SUMO1 PPI mod: modulators of human SUMO1-mediated protein-protein interactions; SUMO1 binding to a labelled peptide, TR-FRET, 1 h; inhibition, % at 20 µM; 360,000 compounds, 0.33% hits; in the data active = inhibition above about 37%
# Target sequence (P63165 whole entry, looked up): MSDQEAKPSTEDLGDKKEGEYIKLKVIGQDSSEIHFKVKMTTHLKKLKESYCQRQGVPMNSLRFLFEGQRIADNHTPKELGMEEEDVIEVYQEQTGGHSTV
# Scp1 inh: inhibitors of human Scp-1 phosphatase. inhibition, % at 20 µM. Q9GZU7. 340,000 compounds, 0.88% hits. Recombinant Scp1, phosphopeptide, malachite green phosphate absorbance;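 active = inhibition above about 50% at 20 µM, limit read from the data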;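 also: plate controls were DMSO wells with enzyme for no effect and wells lacking enzyme for full effect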
# Target sequence (Q9GZU7 76-261 limits assumed): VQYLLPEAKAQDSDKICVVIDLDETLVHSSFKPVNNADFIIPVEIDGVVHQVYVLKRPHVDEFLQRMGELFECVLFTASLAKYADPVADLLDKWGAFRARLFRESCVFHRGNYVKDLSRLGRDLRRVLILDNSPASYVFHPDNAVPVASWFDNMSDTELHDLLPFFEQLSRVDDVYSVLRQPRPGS
#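 Times: enzyme reaction 45 min at room temperature, colour 5 min, stabilisation 30 min. Material: SCP-1 catalytic fragment, aa 76-261. Medium: Acidic Tris acetate buffer with magnesium and detergent. Signal: colorimetric free-phosphate detection, absorbance 630 nm. Read-out basis: % inhibition of SCP-1 phosphate liberation. Reagent: Phosphorylated 17-residue peptide substrate.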
# Active calls of the source: *; i = inactive; . = not tested or not shown.
cpd	molecule	DNMT1 block	MT1-MMP act inh	NadD block	SKN-1 inh	Rpn11 inh	STEP block	NRP1-CendR mod	LMPTP inh	SUMO1 PPI mod	Scp1 inh
1	CC(C)c1ccc(C2c3[nH]c4ccccc4c3C[C@H]3C(=O)N(c4ccccc4C(=O)N4CCC[C@@H]4C(=O)O)C(=O)N23)cc1 (stereo partly drawn)	-2	-3	25	0	i	0	-4	-0.1	2	-1
2	CC(C)c1nc2cc(C(=O)N3CCN(c4cnccn4)CC3)ccc2o1	-2	-4	5	-9	i	0	9	-0.1	27	-4
3	COc1ccccc1N(CC(=O)N/N=C/c1ccc(OCC(=O)NCc2ccco2)cc1)S(=O)(=O)c1ccc(C)cc1	-6	-15	18	-8	i	0	6	3.2	-3	-7
4	CCOC(=O)N1CCN(S(=O)(=O)c2ccc(OCC(=O)OC)c(Cl)c2)CC1	4	2	2	-4	i	-1	4	-1.6	-3	-3
5	Cc1ccc(NC(=O)N2CCCN(C(=O)OC(C)(C)C)CC2)cc1Cl	2	4	-7	11	i	-1	-3	-2.4	-2	-7
6	CCCc1c(C)[nH]c2ccccc2c1=O	-8	2	1	-6	i	-4	8	1.8	4	-12
7	CCN(CC(=O)Nc1ccccc1C(F)(F)F)C(=O)C1=COCCO1	1	-1	4	5	i	-2	4	-0.5	2	3
8	COc1ccc(CN(C(=O)/C=C/C(=O)c2ccc(OC)cc2O)C(C(=O)NC2CCCCC2)c2ccncc2)cc1 (stereo not drawn)	-8	-6	10	5	i	6	-1	-0.3	2	-2
9	Cc1cc(C)n(C(=O)CN2C(=O)CCC2=O)n1	3	-4	-1	-7	i	-1	-2	-3.5	7	0
10	Cn1c(SCC(=O)NCc2ccccc2)ncc(C(=O)Nc2ccccc2)c1=O	2	-4	-3	-11	i	0	-5	-0.9	-144	-2
11	COc1ccc(NC(=O)NNC(=O)CCc2ccc(O)c(O)c2)cc1OC	6	1	0	14	i	1	0	2.1	1	-9
12	COc1ccc(CN2CCN(CCc3ccccc3)C(CCO)C2)c(O)c1 (stereo not drawn)	2	0	-12	0	i	0	6	2.0	-3	-1
13	COc1ccccc1CCN=C(N)NS(=O)(=O)c1cc(F)ccc1F	1	-5	-1	7	i	-3	8	-0.4	11	-13
14	O=C(Oc1cccc(Nc2ncnc3ccccc23)c1)c1cccnc1	-1	2	-5	1	i	-2	-9	6.5	2	8
15	NC(=O)C1CC(=O)N(c2ccc(OCC(=O)N3CCCC3)cc2)C1 (stereo not drawn)	-2	-2	-3	1	i	-1	28*	0.0	-5	0
16	CC(=O)Nc1ccc(Sc2ccccc2C(=O)O)cn1	24	-3	-2	-4	i	-1	-9	0.0	17	22
17	O=C(NCC1CCCO1)c1ccc([N+](=O)[O-])s1 (stereo not drawn)	1	3	-4	-18	i	-2	7	-0.3	-32	-3
18	CN(C)N1C(N)=C(C#N)C(c2cccs2)C2=C1CCCC2=O (stereo not drawn)	-4	-5	-2	4	i	0	-4	0.7	-2	7
19	COC(=O)[C@]12CCCCC=C1N(Cc1cccc3ccccc13)C(=O)[C@H](CC(=O)NCC1CCCCC1)C2	.	-13	16	-13	.	.	-8	4.9	3	.
20	Cc1cc(CNC(=O)C2CCC(=O)N(Cc3ccccc3F)C2)nn1C (stereo not drawn)	1	-1	-3	-15	i	-4	12	4.6	0	-2
21	COc1ccc(N2CCN(c3ccc(C(=O)O)cc3[N+](=O)[O-])CC2)cc1	2	-3	-2	-19	i	0	4	-1.4	-30	-6
22	CCn1cc(S(=O)(=O)Nc2ccc(C)c(Cl)c2)cn1	0	-3	-1	6	i	-2	15	-0.5	5	-5
23	COc1ccc2c(c1)c(C(=O)OCCN(C)C)c(C)n2C	7	3	-8	6	i	-2	1	1.4	-1	-2
24	COc1ccc(CN=Cc2c(O)[nH]c3ccccc23)cc1	-1	3	-4	8	i	1	0	-0.1	-14	-8

# Some of the entries so far, with values under each structure:
# Order of values: DNMT1 block	MT1-MMP act inh	NadD block	SKN-1 inh	Rpn11 inh	STEP block	NRP1-CendR mod	LMPTP inh	SUMO1 PPI mod	Scp1 inh
(22) CCn1cc(S(=O)(=O)Nc2ccc(C)c(Cl)c2)cn1
  0	-3	-1	6	i	-2	15	-0.5	5	-5
(23) COc1ccc2c(c1)c(C(=O)OCCN(C)C)c(C)n2C
  7	3	-8	6	i	-2	1	1.4	-1	-2
(24) COc1ccc(CN=Cc2c(O)[nH]c3ccccc23)cc1
  -1	3	-4	8	i	1	0	-0.1	-14	-8

# New compounds follow:
cpd	molecule	DNMT1 block	MT1-MMP act inh	NadD block	SKN-1 inh	Rpn11 inh	STEP block	NRP1-CendR mod	LMPTP inh	SUMO1 PPI mod	Scp1 inh
25	N#CCSc1nnc2sc3ccccc3n12	-1	3	-2	5	i	-1	3	-1.3	5	-6
26	O=C(NC1CC2CCCC(C1)N2C(=O)Nc1cccc(F)c1)C1CC1 (stereo not drawn)	0	2	-3	-12	i	2	1	-0.3	-1	1
27	Cc1cc(C)c2c(=O)cc(C(F)(F)F)oc2n1	-6	-2	1	3	i	-2	3	-0.5	-2	-1
28	COCCNC(=O)CCC1CCN(Cc2ccc(-c3ccccc3)cc2)CC1	-1	5	1	-22	i	4	5	-0.4	1	-9
29	Cc1nc2ccccn2c(=O)c1NC(=O)COc1ccccc1	0	-4	0	-13	i	-1	6	0.4	-2	.
30	CCC1(C)Cc2c(C#N)c(N)n(N)c(=S)c2CO1 (stereo not drawn)	1	-20	5	-4	i	2	5	4.0	-10	-2
31	Cc1ccsc1C(=O)OCC(=O)N1C(C)CCCC1C (stereo not drawn)	4	-2	-3	2	i	-1	-2	0.0	3	-2
32	S=C(NCc1ccncc1)Nc1cccc(Cl)c1	0	-1	-5	-5	i	8	8	-0.8	-2	-1
33	C/C(=N\Nc1nc(C)c(C)s1)c1ccc([N+](=O)[O-])cc1	-9	-3	4	-1	i	-2	-34	-1.3	-20	-9
34	CC(C)(C)OC(=O)N1Cc2ccccc2C[C@H]1C(=O)NCC(=O)NC1CCCC1	1	0	-5	0	i	0	-1	0.0	5	9
35	COCCCN(C(=O)c1ccc2ccccc2n1)c1c(N)n(Cc2ccccc2)c(=O)[nH]c1=O	0	-6	0	-14	i	-4	-10	-0.5	21	1
36	COc1ccccc1/C=C/C(=O)OCC(=O)Nc1ccc2c(c1)OCO2	-1	0	-1	0	i	0	5	1.2	-10	-11
37	O=C(NCc1cccs1)C1CCN(S(=O)(=O)c2cccc([N+](=O)[O-])c2)CC1	1	-2	-8	11	i	-2	-4	-1.3	-23	-13
38	O=C(NC1CCCCC1)c1ccc2snnc2c1	0	0	-1	6	i	0	-2	0.8	-1	2
39	CCCCOc1cccc(C2/C(=C(/O)c3ccc4c(c3)CC(C)O4)C(=O)C(=O)N2CCN2CCOCC2)c1 (stereo not drawn)	-4	-2	29	12	i	2	1	1.3	-2	-3
40	COCCNC(=O)C1C(=O)Nc2ccccc2C(=O)N1Cc1ccccc1 (stereo not drawn)	.	-7	.	11	.	.	13	-1.8	2	.
41	Nc1ccn([C@@H]2O[C@H](C(=O)NCCc3ccc(F)cc3)[C@@H](O)[C@H]2O)c(=O)n1	0	2	-3	-7	i	0	0	-2.3	2	.
42	O=C1CCCCc2cc(O)c(O)cc21	11	9	-3	17	i	0	3	-0.6	6	.
43	CCN(C(=O)c1cc2c(=O)[nH]c3ccc(C)cc3c2s1)c1cccc(C)c1	31	1	-4	2	i	5	3	-0.7	0	-4
44	CCc1cccc(NC(=O)c2ccc(NS(=O)(=O)c3c(C)noc3C)cc2)c1	2	5	-5	7	i	0	1	2.2	3	-13
45	CC(=O)Nc1ccc(OCC(=O)N(CC(C)C)C2CCS(=O)(=O)C2)cc1 (stereo not drawn)	0	3	-1	-4	i	2	4	-2.5	2	-4
46	CCOc1ccc(Oc2ccccc2NS(=O)(=O)c2ccc(CCC(=O)O)cc2)cc1	14	4	-1	-9	i	6	-3	-0.8	7	17
47	C=CCNC(=O)CCCCCNS(=O)(=O)c1ccc(OC)cc1	-2	-5	-6	13	i	-3	-1	-2.0	-1	0
48	COc1ccc(NC(=O)c2cc(C)n(Cc3cccs3)c2C)cc1	-10	2	2	15	i	2	-7	1.9	-1	-7
49	CC1(c2ccccc2Cl)NC(=O)N(CC(=O)Nc2cccnc2Cl)C1=O (stereo not drawn)	1	2	0	-16	i	-1	-9	0.4	0	-4
50	COCCCNC(=O)c1ccc2sc([C@@H]3O[C@H](CO)[C@H](O)[C@H](O)[C@H]3O)nc2c1	1	2	2	3	i	0	15	4.0	-2	.
51	COc1cccc2[nH]c3c(=O)[nH]cnc3c12	3	4	-5	3	i	0	-8	-1.3	4	-12
52	CCOC(=O)c1nn(-c2ccc(F)cc2)c(=O)c(C#N)c1C	3	.	-2	-16	i	0	4	-2.0	-31	-1
53	CC(C)Oc1c(Cl)cc(CNC(C)(C)CO)cc1Cl	4	-1	3	1	i	-2	10	0.9	0	-3
54	COc1ccc(Cl)cc1S(=O)(=O)N(C)CC(=O)NCc1ccccn1	0	-1	-2	-2	i	0	11	-2.3	-5	-8
55	CCOC(=O)C(C#N)C(=N)C1C(=O)OC2CCCCC21 (stereo not drawn)	1	7	0	12	i	-3	-3	-1.4	0	.
56	Cc1ccc(S(=O)(=O)Nc2cc(=O)[nH]c(SCc3ccc(Cl)cc3)n2)cc1	2	-5	-4	4	i	-2	-11	-0.1	1	-5
57	COc1cccc(C(O)c2ncc(-c3ccccc3OC)[nH]2)c1 (stereo not drawn)	7	3	-3	18	i	-1	-5	-0.6	3	.
58	c1ccc(C2=Nc3ccccc3OC2)cc1	-11	-3	-1	1	i	-5	-1	-0.5	-5	-3
59	O=C(NC1CCCCCC1)C1CCN(C(=O)Cc2ccccc2)CC1	1	1	1	1	i	-2	-1	-1.7	-1	6
60	Cc1ccc(CNC(=O)C2CCN(S(=O)(=O)N3CC(C)CC(C)C3)CC2)cc1 (stereo not drawn)	0	0	1	-6	i	-5	2	0.4	-3	1
61	COc1ccc(-c2csc(N(CC3CCCO3)C(=O)c3cccs3)n2)cc1 (stereo not drawn)	2	-2	1	-9	i	-2	-2	0.8	-4	-18
62	Cc1nn(C)c(C)c1S(=O)(=O)N1CCCC(C(=O)NCC2COc3ccccc3O2)C1 (stereo not drawn)	0	0	2	2	i	1	3	0.0	3	3
63	Cc1ccc(NS(=O)(=O)c2ccc(OCC(=O)NCc3cccnc3)cc2)cc1	2	1	-1	9	i	0	-9	0.7	-8	0
